# From PubChem
# Casp6 inh = human caspase-6 inhibitors, primary screen, biochemical, VEID-R110 fluorescence, single point, set 2. P55212. purified caspase-6, Z-VEID-R110 cleavage fluorescence. inhibition, % at 12.5 µM. 0.53% of 350,000 active. AID 686996, 2013;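 active means mean inhibition across replicates at least about 35%, with every replicate also reaching that limit, limit read from the data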;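 further: 0% = median of neutral control wells and 100% = no fluorescence left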
# Target sequence (P55212 24-179 limits assumed): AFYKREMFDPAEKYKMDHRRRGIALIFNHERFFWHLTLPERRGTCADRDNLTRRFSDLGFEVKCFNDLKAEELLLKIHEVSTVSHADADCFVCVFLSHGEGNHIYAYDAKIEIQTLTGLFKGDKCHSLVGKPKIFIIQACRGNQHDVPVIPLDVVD
# Target sequence (P55212 194-293 limits assumed): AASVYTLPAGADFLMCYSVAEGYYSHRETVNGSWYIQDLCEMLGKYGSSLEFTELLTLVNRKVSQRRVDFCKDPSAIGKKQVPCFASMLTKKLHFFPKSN
# SIRT5 block = SIRT5 desuccinylase inhibitors, primary screen, biochemical, fluorescence imaging, single point, set 5; inhibition, % at 15 µM; NAD-dependent protein deacylase sirtuin-5, mitochondrial (Homo sapiens), Q9NXA8; 1.1% of 330,000 active; AID 652115, 2013; Purified SirT5, succinyl-peptide AMC, trypsin-coupled fluorescence; in the data active means inhibition above about 15%
# Target sequence (Q9NXA8 whole entry, looked up): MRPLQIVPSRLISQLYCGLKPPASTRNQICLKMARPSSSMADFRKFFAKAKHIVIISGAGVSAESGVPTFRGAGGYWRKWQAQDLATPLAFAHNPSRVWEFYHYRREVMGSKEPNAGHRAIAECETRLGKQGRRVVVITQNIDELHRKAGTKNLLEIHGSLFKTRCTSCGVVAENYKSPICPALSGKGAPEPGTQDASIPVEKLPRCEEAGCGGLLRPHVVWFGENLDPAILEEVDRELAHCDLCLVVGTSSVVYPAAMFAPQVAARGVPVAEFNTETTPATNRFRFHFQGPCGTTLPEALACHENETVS
# S100A4 inh HTS = inhibitors of S100A4-myosin IIA peptide binding, primary screen, biochemical, fluorescence polarization, TAMRA-MyoIIA peptide | 0.14% of 360,000 active | inhibition, % at 10.7 µM;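 active means mean inhibition of at least 70% across replicates, with every replicate also reaching that level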
# Target sequence (P26447 whole entry, looked up): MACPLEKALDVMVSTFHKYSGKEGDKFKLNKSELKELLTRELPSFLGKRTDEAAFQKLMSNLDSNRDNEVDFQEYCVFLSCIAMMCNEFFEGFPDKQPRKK
#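 Compound dosing: one dose per compound; test system: human S100A4 monomer with TAMRA-labelled myosin IIA peptide; probe or stimulus: TAMRA-labelled myosin IIA heavy-chain peptide probe, 5 nM; medium: HEPES buffer with Ca2+, pH 7.2; schedule: 5 min incubation before reading; benchmarks: neutral control DMSO, positive control TFP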
# esBAF inh = Bmi1 luciferase reporter increase in mESCs, primary screen, esBAF inhibitor project, mouse ES cells, Bmi1 luciferase knock-in, single point | 2% of 350,000 active | reporter increase, % at 12.5 µM | 24 h; 100% = twice the neutral-well signal; in the data active means activation above about 40%;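 further: 0% = median of the plate's neutral control wells and 100% = double that signal; a rise in the Bmi1 reporter signal indicates esBAF inhibition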
# FN deposit inh = inhibitors of fibronectin matrix deposition, primary screen, AH1F cells, Alexa488-fibronectin fluorescence, plate reader | AH1F fibroblasts, overnight | inhibition, % at 12.6 µM | 0.086% of 350,000 active;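 active means mean inhibition across replicates of 30% or more, regardless of how many single replicates reach that level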;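 further: positive control wells lacked labelled fibronectin entirely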
#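 Material: AH1F fibroblasts assembling fluorescent fibronectin matrix; amount: 10000 AH1F cells/well; medium: DMEM, 2% serum; reagent: Alexa488-fibronectin, 24 nM final in well; dosing: single compound dose, delivered by pin transfer; incubation: 1 h adhesion, overnight exposure; detection: fluorescence after three HBSS washes, excitation 485 nm, emission 525 nm; measure: fibronectin deposition inhibition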
# C2C12 statin = suppressors of statin myotoxicity in C2C12 myotubes, primary screen, cell-based, single point, plate reader. C2C12 myotubes + simvastatin, ATP luminescence, 48 h; scaled: DMSO 0, geranylgeraniol control 100. rescue of ATP level, % at 7.49 µM. 0.78% of 330,000 active. AID 602340, 2012;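 active means mean ATP rescue above about 67%, or every replicate alone reaching that limit, limit read from the data, passing the limit was not always enough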;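 further: myotubes were challenged with 10 µM simvastatin during compound exposure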
# LGR2 antag = inhibitors of bursicon-induced LGR2 CRE-luciferase signal, primary screen, cell-based, HEK293, CRE-luciferase reporter, bursicon stimulation. 0.35% of 380,000 active. inhibition, % at 9.99 µM. Drosophila bursicon receptor LGR2 (rickets). AID 720647, 2013. bursicon-stimulated, 4 h;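 active means drop in luminescence signal, shown as inhibition above about 50% in the replicate tests, limit read from the data, passing the limit was not always enough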;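 further: agonist challenge used bursicon conditioned medium at about half maximal strength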
# The depositor's hits bear a star; . = not tested or not shown; & = joins results of further samples. This is a subset (hit frequency here may not be typical).
[1] CCn1c(P(C)(=O)O)nc2ccccc21
[2] Cc1c(N=Cc2c(O)n(C)c(=O)[nH]c2=O)c(=O)n(-c2ccccc2)n1C
[3] CC(Cc1ccccc1)N1C(=O)c2ccccc2C1=O (stereo not given)
[4] c1ccc(C[n+]2ccccc2)cc1
[5] CCOP(=O)(OCC)c1ccc(O)cc1
[6] C[N+]1([O-])[C@@H]2CC(OC(=O)[C@H](CO)c3ccccc3)C[C@H]1[C@@H]1O[C@@H]12 (stereo not given in full)
[7] CC(=O)Nc1ccccc1OC(=O)N(C)C
[8] Oc1cc(Cl)c(Cl)cc1Cl
[9] CC(=O)c1ccc(OC(=O)N(C)c2ccccc2)cc1
[10] C=C(Cl)CSC(=S)N(CC)CC
screen / no.,1,2,3,4,5,6,7,8,9,10
Casp6 inh,.,2,-2,0,-3,4,.,3,-2,-4
SIRT5 block,.,-7,10,-3,-2,-4,.,-2,6,.
S100A4 inh HTS,.,1,3,8,2,8,.,12,-1,-1
esBAF inh,-10,.,19,-2,-3,-6,-14,.,.,-2
FN deposit inh,24,1,0,-3,4,12,7,-1,-7,.
C2C12 statin,6,.,-6,2,1,5,-1,.,.,-20
LGR2 antag,-15,0,-42,5,-18,-9,.,-14,-32,7

# Whole records, looked up by structure.
# CC(Cc1ccccc1)N1C(=O)c2ccccc2C1=O (stereo not given) across the screens: Casp6 inh = -2; SIRT5 block = 10; S100A4 inh HTS = 3; esBAF inh = 19; FN deposit inh = 0; C2C12 statin = -6; LGR2 antag = -42
# c1ccc(C[n+]2ccccc2)cc1 across the screens: Casp6 inh = 0; SIRT5 block = -3; S100A4 inh HTS = 8; esBAF inh = -2; FN deposit inh = -3; C2C12 statin = 2; LGR2 antag = 5

# (listing goes on)
[11] Cc1ccc2c(C)cccc2c1
[12] CCC(C)C1NC(=O)C2CCCN2C(=O)C(CC(C)C)OC(=O)CCNC(=O)C(C)N(C)C(=O)C(C(C)C)N(C)C1=O (stereo not given)
[13] COc1ccn(C)c(=O)c1C#N
[14] CN1C2CCC1C(C(=O)O)C(O)C2 (stereo not given)
[15] Cc1cccc(S(=O)(=O)N2[C@@H]3Cn4c(ccc(-c5ccccc5)c4=O)[C@H]2[C@@H](C(=O)O)[C@@H]3CO)c1
[16] CCOC(=O)C1(c2ccccc2)CCN(CCc2ccc(NC(=O)CCC(=O)O)cc2)CC1
[17] CC(NCc1ccc(Cl)cc1Cl)C(O)c1ccccc1 (stereo not given)
[18] COC(=O)[C@@H]1[C@@H](CO)[C@@H]2Cn3c(ccc(-c4ccccc4F)c3=O)[C@H]1N2
[19] COc1ccc(CC2C(=O)N(c3ccccc3)C(=O)N(c3ccccc3)C2=O)c(OC)c1
[20] COC(=O)CN(CCCl)P1(=O)OCCCN1CCCl (stereo not given)
screen / no.,11,12,13,14,15,16,17,18,19,20
Casp6 inh,1,-1,-1,3,3,-1,2,-3,.,-4
SIRT5 block,.,-3,-2,.,-13,.,-1,-11,.,.
S100A4 inh HTS,3,-2,4,-4,-4,2,1,-33,.,-5
esBAF inh,2,.,-8,0,1,7,10,-1,21,.
FN deposit inh,.,16,.,.,.,-3,.,.,-1,5
C2C12 statin,-3,.,6,8,4,-7,46,38,0,.
LGR2 antag,11,11,3,3,-2,-3,-13,-13,.,-14

[21] CCCN1[C@@H]2Cn3c(cccc3=O)[C@H]1[C@@H](C(=O)N(C)C)[C@@H]2CO
[22] COC(=O)C1=C(c2ccc(F)cc2OCc2ccccc2)C[C@@H]2CC[C@H]1N2C(=O)NCc1cccc(OC)c1
[23] CNC(=O)NC(O)C(Cl)(Cl)Cl (stereo not given)
[24] O=C(Nc1ccc(F)cc1F)c1cccn(Cc2ccccc2)c1=O
[25] NC1(C(=O)O)CCCc2ccc(N(CCCl)CCCl)cc21 (stereo not given)
[26] O=C(CCn1c(=O)oc2ccccc21)N1CCC2(CC1)OCCO2
[27] O=C(C(=O)N1CCOCC1)c1cn(Cc2ccc(F)cc2)c2ccccc12
[28] O=C(CCN1CC1)OCCOC(=O)CCN1CC1
[29] O=S(=O)(c1ccc(Cl)cc1Cl)N1CCCC1c1cccnc1 (stereo not given)
[30] Cc1ccccc1CN1CCN(C(=O)Cc2ccccc2)CC1
screen / no.,21,22,23,24,25,26,27,28,29,30
Casp6 inh,0,-2,0,4,-13,.,0,-138,-1,-7
SIRT5 block,1,-5,2,-1,.,.,-1,.,2,5
S100A4 inh HTS,4,-5,-4,-4,1,.,-2,22,-3,0
esBAF inh,0,-4,2,-1,-7,7,.,-9,.,.
FN deposit inh,.,-2,4,.,12,1,10,.,5,-2
C2C12 statin,2,1,-7,-4,1,27,.,7,.,.
LGR2 antag,-8,16,11,-38,-12,.,10,17,1,0

[31] c1ccc(C(c2ccccc2)c2cccnc2)cc1
[32] COc1cccc(N2C(=O)NC(=O)/C(=C/c3ccc4c(c3)Cc3ccccc3-4)C2=O)c1
[33] CC(C)C1C(C#N)=C(N)Oc2c1c(=O)oc1ccccc21 (stereo not given)
[34] CC(C)(C)c1ccc(CSc2cnn(C(C)(C)C)c(=O)c2Cl)cc1
[35] O=C(NC(=C(Cl)Cl)P(=O)(c1ccccc1)c1ccccc1)c1ccccc1
[36] NP(=O)(OCC(F)(F)F)Oc1ccccc1 (stereo not given)
[37] COc1cc(C2SCC(=O)Nc3c2c(C)nn3-c2ccccc2)cc(OC)c1OC (stereo not given)
[38] CN1CCC(N(C)c2nc(-c3ccccc3)nc3ccccc23)CC1
[39] O=C(N/N=C\C1C(=O)NC(=S)N(c2ccccc2)C1=O)c1ccc(O)cc1 (stereo not given)
[40] Cc1cccc(N2CCN(CCc3ccccc3)CC2)c1C
screen / no.,31,32,33,34,35,36,37,38,39,40
Casp6 inh,0,0,0,-5,-1,.,.,-43,2,.
SIRT5 block,-2,-2,-1,-3,1,.,.,-5,.,.
S100A4 inh HTS,-4,6,10,-5,1,.,.,-6,-6,.
esBAF inh,-2,5,1,-27,.,-17,15,-3,12,0
FN deposit inh,5,-13,.,3,-1,-2,2,.,-18,1
C2C12 statin,-3,-2,-11,-11,.,7,12,-7,-4,24
LGR2 antag,7,-14,-6,15,1,.,.,3,9,0

[41] Cc1ccc(NC(=O)N2CC2)cc1NC(=O)N1CC1
[42] O=C1NC(=O)C(Cc2ccccc2)C(=O)N1
[43] CN1C(=O)C(=Cc2cccnc2)C(=O)N(C)C1=O
[44] NS(=O)(=O)c1ccc(-c2ccc(C=C3C(=O)NC(=S)NC3=O)o2)cc1
[45] O=c1[nH]c2ccccc2n1C1CCN(C(CCc2ccccc2)c2nnnn2C2CCCC2)CC1 (stereo not given)
[46] CC1CC=CCC12C(=O)NC(=S)NC2=O (stereo not given)
[47] COc1ccc(-n2c(O)c(/C(C)=N/Nc3ccccc3)c(=O)[nH]c2=O)cc1
[48] COc1ccc(CN2CCNCC2)c(OC)c1OC
[49] CN1[C@@H]2c3cccc(=O)n3C[C@H]1[C@H](CO)[C@H]2C(=O)NCC1CC1
[50] COc1ccc(C2C3C=CC(C3)C2C(=O)O)cc1 (stereo not given)
screen / no.,41,42,43,44,45,46,47,48,49,50
Casp6 inh,-10,3,1,19,-1,1,2,-2,0,1
SIRT5 block,-3,.,-5,35*,-4,4,0,-6&-2,1,.
S100A4 inh HTS,-14,5,-2,2,32,-3,-4,3&0,4,4
esBAF inh,-5,-3,.,.,-5,2,2,7&6,0,.
FN deposit inh,0,-2,6,-4,-1,-2,10,-3&-5,0,2
C2C12 statin,2,6,.,.,13,1,-15,-3&6,1,.
LGR2 antag,.,6,-8,9,65*,-10,15,5,-3,-8

# The last four entries of the section above are carried over, then new ones follow.
[47] COc1ccc(-n2c(O)c(/C(C)=N/Nc3ccccc3)c(=O)[nH]c2=O)cc1
[48] COc1ccc(CN2CCNCC2)c(OC)c1OC
[49] CN1[C@@H]2c3cccc(=O)n3C[C@H]1[C@H](CO)[C@H]2C(=O)NCC1CC1
[50] COc1ccc(C2C3C=CC(C3)C2C(=O)O)cc1 (stereo not given)
[51] C=CCn1c(O)c(/C=C2\C=Nc3ccccc32)c(=O)[nH]c1=O
[52] C[N+]1(C)C2CCC1CC(OC(=O)c1ccccc1)C2 (stereo not given)
[53] CC(C)N1CCC2(CC1)NC(CO)(CO)CO2
[54] COC(=O)C1=C(c2cc3ccccc3s2)C[C@@H]2CC[C@H]1N2C(=O)NCCNC(C)=O
[55] CC(=NCCCn1ccnc1)c1c(O)n(C)c(=O)n(C)c1=O
[56] C=CCNC(=O)c1c(N)n(Cc2ccco2)c2nc3ccccc3nc12
[57] Cc1cnc[nH]1
[58] Cc1nn(-c2ccccc2)c(Cl)c1C1C(C#N)=C(N)Oc2c1c(=O)oc1ccccc21 (stereo not given)
[59] N#CC(C#N)=Cc1ccc(-c2ccccc2F)o1
[60] CN(C(=O)Oc1ccc(C(C)(C)C)cc1)c1ccccc1
screen / no.,47,48,49,50,51,52,53,54,55,56,57,58,59,60
Casp6 inh,2,-2,0,1,4,-2,.,.,.,.,0,.,2,.
SIRT5 block,0,-6&-2,1,.,-1,5,.,.,.,.,.,.,-1,5
S100A4 inh HTS,-4,3&0,4,4,7,-7,.,.,.,.,0,.,6,-2
esBAF inh,2,7&6,0,.,.,-5,-3,-6,-3,-9,1,-7,.,.
FN deposit inh,10,-3&-5,0,2,0,-1,-2,-1,-4,5,.,.,-1,-12
C2C12 statin,-15,-3&6,1,.,.,-6,3,0,3,19,0,22,.,.
LGR2 antag,15,5,-3,-8,13,-5,.,11,.,-2,16,-1,.,-125

[61] O=C(CNC(=O)c1ccc(Cl)cc1)Nc1ccc(Br)cc1C(=O)c1ccccc1
[62] O=C1CC=C2C3CC4N(CCC45c4cc(O)c(O)cc4N1C25)CC3=CCBr (stereo not given)
[63] CCOC(=O)C1(CCOc2ccccc2)CCN(Cc2cccc(O)c2)CC1
[64] CCN1C(=O)CC(c2cccnc2)=Nc2ccccc21
[65] CCCCCn1c(=O)c(C(=O)NCCc2ccccc2)c(O)c2ccccc21
[66] Cn1c2ccccc2c2c(C(=O)N3CCC4(CC3)OCCO4)cn(C3CCCCC3)c(=O)c21
[67] C[C@]12CC[C@@H](O)CC1=CCC1C2CC[C@@]2(C)C1CC[C@@H]2O (stereo not given in full)
[68] CCn1ccnc1CN1CCCC(C(=O)c2ccc(SC)cc2)C1 (stereo not given)
[69] COP(=O)(OC)C(Nc1ccccn1)c1ccccc1 (stereo not given)
[70] NS(=O)(=O)c1ccc(N2CCNCC2)cc1
[71] COC(=O)C1=C(c2c(C)noc2C)C[C@@H]2CC[C@H]1N2C(=O)NCCNC(C)=O
[72] C=CCN1C(=O)NC(=O)/C(=C/c2cc3c4c(c2)CCCN4CCC3)C1=O
screen / no.,61,62,63,64,65,66,67,68,69,70,71,72
Casp6 inh,3,7,-2,-1,-1,.,-2,-10,0,5,-3,1
SIRT5 block,-2,0,-1,.,-2,.,.,-7,.,-2,-2,-1
S100A4 inh HTS,34,11,-2,6,-1,.,4,5,4,-13,-1,-29
esBAF inh,.,.,-3,.,-4,-1,-4,.,.,-2,-2,.
FN deposit inh,-15,.,4,.,2,1,-1,4,-6,16,2,-12
C2C12 statin,.,.,-4,.,15,-5,-8,.,.,-2,5,.
LGR2 antag,1,-4,5,-15,-5,.,11,6,.,44,5,-1
